Compound activity: PubChem BioAssay, several laboratories
HePTP inh: blocks human HePTP tyrosine phosphatase. recombinant HePTP phosphatase activity, OD absorbance. inhibition, % at 20 µM. 110,000 tested, 0.64% active. AID 521; in the data active means inhibition above about 50%;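 further: plate controls were vehicle for no effect and reference inhibitor for full effect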
Target sequence (P35236 whole entry, looked up): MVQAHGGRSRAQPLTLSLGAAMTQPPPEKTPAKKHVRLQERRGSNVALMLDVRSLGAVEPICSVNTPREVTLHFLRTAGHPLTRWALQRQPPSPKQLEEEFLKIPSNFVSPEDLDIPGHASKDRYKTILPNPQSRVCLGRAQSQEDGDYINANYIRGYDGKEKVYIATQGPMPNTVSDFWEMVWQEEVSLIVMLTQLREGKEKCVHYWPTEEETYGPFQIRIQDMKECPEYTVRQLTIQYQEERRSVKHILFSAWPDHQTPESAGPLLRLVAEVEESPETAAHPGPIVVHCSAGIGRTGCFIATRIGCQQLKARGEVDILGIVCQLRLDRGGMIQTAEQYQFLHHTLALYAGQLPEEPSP
BAP1 inh: human BAP1 deubiquitinase inhibition. Q92560. recombinant BAP1, Ub-AMC hydrolysis fluorescence kinetic; stronger effect = lower value. activity remaining (% of control), % at 20 µM. 72,000 tested, 0.48% active;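 active means activity remaining at or below 50% of control, provided the compound also passes the data quality filters; inactive means the rest, including low values that fail the filters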;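 further: 100% = DMSO wells rate and 0% = substrate alone blank rate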
Target sequence (Q92560 whole entry, looked up): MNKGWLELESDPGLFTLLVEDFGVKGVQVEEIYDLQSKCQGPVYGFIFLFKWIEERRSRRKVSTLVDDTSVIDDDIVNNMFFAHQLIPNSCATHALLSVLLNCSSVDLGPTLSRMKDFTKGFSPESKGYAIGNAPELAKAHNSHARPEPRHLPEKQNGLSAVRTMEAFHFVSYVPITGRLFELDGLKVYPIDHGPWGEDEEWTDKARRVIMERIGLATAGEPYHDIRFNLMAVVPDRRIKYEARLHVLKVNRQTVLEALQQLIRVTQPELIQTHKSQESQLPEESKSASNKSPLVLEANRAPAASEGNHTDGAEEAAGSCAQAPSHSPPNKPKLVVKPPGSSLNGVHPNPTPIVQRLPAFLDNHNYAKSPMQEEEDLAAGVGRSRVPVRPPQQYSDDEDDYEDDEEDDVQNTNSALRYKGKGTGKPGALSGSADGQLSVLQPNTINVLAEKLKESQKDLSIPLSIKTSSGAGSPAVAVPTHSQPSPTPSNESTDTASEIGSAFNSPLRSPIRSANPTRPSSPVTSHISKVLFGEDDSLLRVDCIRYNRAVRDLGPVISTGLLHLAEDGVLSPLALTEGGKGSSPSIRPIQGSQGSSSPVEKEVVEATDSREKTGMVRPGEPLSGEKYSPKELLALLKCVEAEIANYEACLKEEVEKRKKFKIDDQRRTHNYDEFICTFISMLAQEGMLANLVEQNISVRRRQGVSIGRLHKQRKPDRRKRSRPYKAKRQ
* marks the source's active call; other numbers are inactive results; x = not tested or not shown; & = joins results of further samples.

canonical_smiles	HePTP inh	BAP1 inh
Cc1ccc2nc(SCC(=O)Nc3cccc([N+](=O)[O-])c3)[nH]c2c1	-17	x
COc1ccc(NC(=O)CSc2nnc(-c3ccoc3C)n2CCc2ccccc2)cc1	-9	96
Clc1ccc2nc(Cl)cc(-c3ccccc3)c2c1	x	84
C=CCN1C(=O)/C(=C\c2ccc(OC(=O)c3ccc(Cl)cc3Cl)cc2)SC1=S	1	x
CC1(C)CC(=O)C2=C(C1)OC1=C(C(=O)CC(C)(C)C1)C2c1ccc(O)cc1O	13	94
Cc1ccc(CN(c2ccc(C(=O)N3CCCC3)cc2)S(C)(=O)=O)cc1	7	93
Cn1c(=O)c2ncn(CC(=O)Nc3ccc4oc(-c5cccc6ccccc56)nc4c3)c2n(C)c1=O	1	254
COC(=O)C1C(=O)c2c(n[nH]c2C)CC1(C)C (stereo not drawn)	7	91
O=C1CC2CS(=O)(=O)CC2N1c1ccc(Cl)cc1Cl (stereo not drawn)	6	85
O=C(OCC(=O)N1CCN(C(=O)c2ccco2)CC1)c1ccc(S(=O)(=O)N2CCCCC2)cc1	-2	89
CCOc1cc(C)c(Cl)cc1S(=O)(=O)NCc1ccco1	11	141
CCOC(=O)C1=C(SCC(=O)Nc2ccccc2)NC(=O)C(C#N)C12CCCCC2 (stereo not drawn)	-8	90
O=C(Nc1ccccc1N1CCCC1)c1ccc2c(c1)OCO2	10	56
CCC1CCCCN1C(=O)CSc1nnc(-c2c[nH]c3ccccc23)o1 (stereo not drawn)	-8	81
O=C(Nc1nc2ccc(Cl)cc2s1)c1ccc(Br)cc1	-20	x
Cc1cc(C)c(NC(=O)COc2cc(C)c(Cl)c(C)c2)c(C)c1	14	x
CC1(C)Oc2ccc(C(=O)NC3CCCC3)cc2N(CC(=O)N2CCOCC2)C1=O	6	106
COc1ccc(C(=O)Nc2cc(C(F)(F)F)cc(C(F)(F)F)c2)cc1OC	-5	x
CC(=O)Oc1ccc(-c2cccc(C(=O)NCCCO)c2)cc1	7	x
Cc1ccc(/C(N)=N/OC(=O)c2cccc(C)c2)cc1	0	x
O=C(CSCCc1ccccn1)Nc1cccnc1	6	87
Cc1cnnn1-c1cccc([N+](=O)[O-])c1	-6	x
Cc1ccc(C2CC(C(F)(F)F)n3nc(C(=O)NCCN4CCOCC4)cc3N2)cc1 (stereo not drawn)	0	90
CCOCCCNC(=O)CCCOc1ccccc1	-14	86
CCOc1ccc(-c2nc(CSCC(=O)NCc3ccco3)c(C)o2)cc1	5	99
O=C(NCc1ccco1)c1cnn2c(-c3ccccc3)cc(-c3ccccc3)nc12	-19	x
CCOC(=O)Cc1csc(NC(=O)C2C3C=CC(C3)C2C(=O)O)n1 (stereo not drawn)	6	87
Cn1cnc([N+](=O)[O-])c1Sc1nccc(Nc2ccccc2)c1C#N	-7	x
COc1ccc(C2/C(=C(/O)c3ccccc3)C(=O)C(=O)N2CO)cc1 (stereo not drawn)	11	91
O=C(Oc1ccc(-c2nnco2)cc1)N1CCCCC1	x	84
COc1cccc(-n2ccnc2SCC(=O)N2CCc3ccccc32)c1	-8	114
O=c1cc(CSc2ccccn2)c2ccccc2[nH]1	7	91
COc1ccccc1NC(=O)CCNC(=O)Cn1ccc2ccccc2c1=O	6	x
Cc1cc(N(CN2CCCC2=O)C(=O)c2ccccc2)no1	1	104
Cc1ccc(OCC(=O)NCc2ccc(Cl)cc2)c(Br)c1	2	x
COc1ccc2cc(CCNC(=O)C3CC3)c(=O)[nH]c2c1	1	111
CCNC(=O)CC1S/C(=N\N=C(/C)c2ccc([N+](=O)[O-])cc2)NC1=O (stereo not drawn)	4	x
CCOc1ccc(N/C=C\C(=O)c2ccc3c(c2)OCO3)cc1	-2	x
C/C(=N\Nc1nc(-c2ccccc2)cs1)c1ccc([N+](=O)[O-])cc1	10	x
COc1ccc(C(c2nnnn2Cc2ccc(F)cc2)N2CCN(c3ccc(OC)cc3)CC2)cc1 (stereo not drawn)	1	60
CC1CCCN(CCC(=O)c2ccc(Br)cc2)C1 (stereo not drawn)	2	88
COc1ccc(NC(=O)C2CCCN(S(=O)(=O)c3cccc4cccnc34)C2)c(OC)c1 (stereo not drawn)	6	100
O=C(Nc1ccc(Cl)c(Cl)c1)N(Cc1cccnc1)Cc1ccco1	9	106
Cn1c(SCc2cccc(C(F)(F)F)c2)nnc1-c1ccco1	2	95
CSc1ccccc1NC(=O)CN(c1cccc(C)c1)S(C)(=O)=O	2	141
CN1C(=O)/C(=N\OC(=O)c2cccc(F)c2)c2ccccc21	-6	x
Cn1c(SCC(=O)c2cccs2)nnc1-c1ccco1	6	91
CCC(OC(=O)c1ccco1)C(=O)NCc1ccco1 (stereo not drawn)	6	92
Cc1cc2c(c(=O)n1Cc1ccco1)C(c1cccnc1)C(C#N)=C(N)O2 (stereo not drawn)	7	97
CCOC(=O)c1c(NC(=O)C(CC)Oc2ccccc2)sc(C(=O)N(CC)CC)c1C (stereo not drawn)	-17	x

Individual results from the results shown.
Cc1ccc(CN(c2ccc(C(=O)N3CCCC3)cc2)S(C)(=O)=O)cc1 @ HePTP inh: 7
CC1(C)CC(=O)C2=C(C1)OC1=C(C(=O)CC(C)(C)C1)C2c1ccc(O)cc1O @ BAP1 inh: 94
CCC(OC(=O)c1ccco1)C(=O)NCc1ccco1 (stereo not drawn) @ HePTP inh: 6

(next part)
canonical_smiles	HePTP inh	BAP1 inh
Cc1ccc(S(=O)(=O)N/N=C/c2ccc(-c3ccc([N+](=O)[O-])cc3C)o2)cc1	-5	x
Cn1c(=O)c2c(nc(NCCNC(=O)c3ccco3)n2Cc2ccccc2Cl)n(C)c1=O	-9	94
CC(=O)N1CCN=C1SCc1ccc(Cl)cc1	0	96
CN(C)CCOCCP(=O)(c1ccccc1)c1ccccc1	2	103
NC(=O)CSc1ccc(Br)cc1	6	81
CCOc1ccc(/C=C2\SC(=S)N(CCC(=O)N3CCN(C)CC3)C2=O)cc1	7	x
O=C(NCc1cccnc1)NC1(c2ccccc2)CC1	2	100
COc1cc(OC)cc(C(=O)Nc2c3c(nn2-c2ccccc2C)CSC3)c1	x	72
COC(=O)Nc1cc(C)nc2ccccc12	7	105
COc1ccc2oc(=O)c(-c3csc(NC(=O)/C=C\C(=O)O)n3)cc2c1	0	x
Cc1ccc2nc(-c3ccc(NC(=O)c4ccc(S(=O)(=O)N5CC(C)CC(C)C5)cc4)cc3)sc2c1 (stereo not drawn)	x	83
CC(C)(C)n1nnnc1C(c1cc2cc3c(cc2[nH]c1=O)OCCO3)N1CCSCC1 (stereo not drawn)	-1	x
COc1ccc2c(c1)c(=O)oc1c(C)c3occ(C)c3cc12	11	x
O=C(C1CCN(c2nnc(-n3cccc3)s2)CC1)N1CCN(Cc2ccc3c(c2)OCO3)CC1	12	85
CCOP(=O)(OCC)C(Nc1ccc(I)cc1)c1ccc(O)cc1 (stereo not drawn)	8	x
Cc1oc(-c2cccc(Cl)c2)nc1CN1CCCC(C(=O)NC(C)c2ccc3c(c2)OCCO3)C1 (stereo not drawn)	11	95
O=S1(=O)CCN2C(c3ccco3)=CSC2=N1	-2	x
C=CCc1ccccc1OCC(=O)NN	-7	x
COc1ccc(C(=O)OCC(=O)c2ccc([N+](=O)[O-])cc2)cc1OC	-12	x
Cc1occc1C(=O)n1cnc2ccccc21	1	69
CCC1CCc2c(sc3nc(SCC(=O)NCc4ccco4)n(-c4ccccc4)c(=O)c23)C1 (stereo not drawn)	8	x
O=C(C1CC1)N1CCc2cc(Br)cc(S(=O)(=O)NC3CCCCC3)c21	5	x
CCCCn1c(CCC(=O)O)ccc1-c1cccs1	-11	101
COc1cc(NC(=O)COc2cccc3ccccc23)cc(OC)c1	12	x
Cc1ccccc1NC(=O)CSc1ccc(Cl)cc1Cl	-4	x

One compound at a time (already shown). Order of screens: HePTP inh | BAP1 inh
COc1cc(OC)cc(C(=O)Nc2c3c(nn2-c2ccccc2C)CSC3)c1 across the screens: x | 72
CN(C)CCOCCP(=O)(c1ccccc1)c1ccccc1 across the screens: 2 | 103

Additional records
canonical_smiles	HePTP inh	BAP1 inh
Cc1cccc(-n2ccnc2SCC(=O)Nc2nnc(C)s2)c1	8	91
COc1ccccc1OCCNC(=O)Nc1cc(F)c(F)cc1Cl	8	x
CCOC(=O)CC(=O)CSc1nc(C)c2cc(OCC)ccc2n1	-9	x
CC(=O)Nc1ccc(NC(=O)c2cc(Cl)ccc2Cl)cc1	-5	x
C=Cc1c(C)c2cc3[nH]c(cc4nc(cc5nc(cc1[nH]2)C(C)=C5CCC(=O)O)C(CCC(=O)O)=C4C)c(C)c3C=C	x	19*
COC(=O)Nc1c(-c2ccccc2)nc2ccc(C)cn12	4	119
CCOC(=O)c1cccc(NC(=O)c2ccncc2)c1	-1	x
O=C(CCNS(=O)(=O)c1ccc(Br)s1)N1CCN(c2ccccc2)CC1	-11	102
CCOCCCNCc1ccc(OC)c(OC)c1	6	93
CCCCN1C(=O)C2C(C(=O)Nc3cccc(OC)c3)C3C=CC2(O3)C1C(=O)NC1CCCCC1C (stereo not drawn)	11	80
O=C(CC1S/C(=N\N=C\c2ccccc2)NC1=O)Nc1ccc(C(=O)O)cc1 (stereo not drawn)	104*	x
COC(=O)COc1ccc(/C=N/n2cnnc2)cc1OC	5	x
CN(CCc1ccccn1)C(=O)c1nn2c(C(F)(F)F)cc(-c3ccco3)nc2c1Cl	-1	91
O=C(CN1CCN(C(=O)c2ccco2)CC1)Nc1c2c(nc3c1CCC3)CCCC2	4	86
COc1ccc(NC(=O)CCCn2c(=O)[nH]c3ccccc3c2=O)cc1	7	93
CC(=O)c1ccc(NC(=O)CN(c2cccc([N+](=O)[O-])c2)S(=O)(=O)c2ccccc2)cc1	-1	x
CC1=CC(C)(C)Nc2ccc(OC(=O)c3ccccc3)cc21	5	x
O=S(=O)(c1ccc(Br)cc1Br)n1cnc2ccccc21	7	x
COc1ccccc1C1C(C(N)=O)=C(C)Nc2nc(-c3ccc(Cl)cc3)nn21 (stereo not drawn)	-14	93
Cc1onc(-c2ccccc2Cl)c1C(=O)NCc1cccnc1	12	101
CCCCS(=O)(=O)Nc1ccc(C(=O)NCC2CCCO2)cc1 (stereo not drawn)	0	61
COc1ccc(C(=O)Nc2c[nH]c(=O)[nH]c2=O)cc1OC	x	55
O=C(c1ccncc1)N1C2C=CC(C2)C1(C(F)(F)F)C(F)(F)F (stereo not drawn)	0	94
O=C(O)c1ccc(CP(=O)(c2ccccc2)c2ccccc2)cc1	-4	x
O=[N+]([O-])c1cc(-n2cnnn2)ccc1Cl	x	83

Shown with two lines to a compound: part of the list above.
Values run as follows: HePTP inh | BAP1 inh
> CCOP(=O)(OCC)C(Nc1ccc(I)cc1)c1ccc(O)cc1 (stereo not drawn)
  8 | x
> Cc1oc(-c2cccc(Cl)c2)nc1CN1CCCC(C(=O)NC(C)c2ccc3c(c2)OCCO3)C1 (stereo not drawn)
  11 | 95
> O=S1(=O)CCN2C(c3ccco3)=CSC2=N1
  -2 | x
> C=CCc1ccccc1OCC(=O)NN
  -7 | x

Further records:
canonical_smiles	HePTP inh	BAP1 inh
C=CCOC(=O)C1C(=O)CC(C)(O)C(C(=O)OCC=C)C1c1ccc(OC)cc1 (stereo not drawn)	11	99
CCOc1c(Br)cc(/C=C2/C(=O)NN(c3ccc(CC)cc3)C2=O)cc1OC	5	x
Cc1cc(S(=O)(=O)NCc2cccnc2)ccc1-n1cnnn1	6	106
Cc1cc(N2CCN(C(=O)c3ccco3)CC2)nc(-c2ccccc2)n1	7	107
CCOC(=O)N1CCC(NC(=O)CSc2cc(=O)n(C)c3ccc(Cl)cc23)CC1	-1	103
O=C1Nc2c(c(=O)[nH]c(=O)n2-c2ccccc2)C1(Nc1ncccn1)C(F)(F)F (stereo not drawn)	8	148
Cc1c(-c2ccco2)[n+](=O)c2c(n1[O-])CCCCC2	6	x
CCOc1ccc(N(CC(=O)NCCOC)S(=O)(=O)c2ccc(SC)cc2)cc1	0	x
CCOC(=O)NC(=O)COC(=O)Cc1cc(OC)c(OC)c(OC)c1	7	122
C1CCN(c2nc3nonc3nc2N2CCCCC2)CC1	6&6	80
Cc1cc(C)nc(/N=C(\N)Nc2cc(C(F)(F)F)ccc2Cl)n1	10	175
Cc1cc(N(CN2CCCC2=O)C(=O)c2ccc(F)cc2)no1	6	90
CCOC(=O)C1CCN(C(c2cccnc2)c2c(NC(=O)c3ccco3)sc(C)c2C)CC1 (stereo not drawn)	6	x
Fc1ccc(Cc2cnc(Nc3ccc(F)cc3)s2)cc1	4	x
COc1ccc(OC)c(NC(=O)c2ccc(CN3CCc4ccccc4C3)cc2)c1	8	x
Cc1cc(NC(=O)CCCC(=O)N(CC(=O)NCCc2ccccc2)Cc2ccc(F)cc2)no1	-7	97
O=C(Nc1ccc(S(=O)(=O)N2CCOCC2)cc1)c1ccc(Br)o1	0	53
CCCc1nnc(NC(=O)CNc2ccc(F)cc2)s1	0&-1	102
CCOc1ccc(N(CC(=O)NC2CCCCC2)S(=O)(=O)c2c(C)noc2C)cc1	3	85
CCC(=O)N1CCCc2cc(S(=O)(=O)N3CCCc4ccccc43)ccc21	13	96
C=CCn1c(-c2cccc(Br)c2)n[nH]c1=S	0	x
CCOC(=O)c1ccc(-c2ccc(C(=O)Nc3ccc(-c4nc5ccccc5s4)c(O)c3)o2)cc1	28	x
COc1ccc(OCc2nc(-c3ccccn3)no2)cc1	4	x
COc1ccccc1OCCCCOc1ccc(Cl)c(C)c1	7	x

Printed as active in HePTP inh (from the list above):
canonical_smiles	HePTP inh	BAP1 inh
O=C(CC1S/C(=N\N=C\c2ccccc2)NC1=O)Nc1ccc(C(=O)O)cc1 (stereo not drawn)	104*	x
